# PolyA inhibitor: polyadenylation inhibitors in yeast reporter cells, primary screen, luminescence, S. cerevisiae; S. cerevisiae SKY197-pL101 polyadenylation reporter, beta-gal luminescence; efflux-impaired pdr1/pdr3 knockout yeast; score 100 = 6 SD above DMSO; calls only at 12 µM; actives 0.02% (n = 300,000); AID 1875, 2009;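 active means lowest replicate activity score at least 50, where 100 means six control SD above control mean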;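 further: yeast exposed to compound for 9 h at 30 °C; higher score means more reporter readthrough which indicates perturbed polyadenylation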
# hERG rescue: hERG rescue from dofetilide block, primary screen, cell-based, CHO-hERG, FluxOR thallium flux, dofetilide IC70; dofetilide IC70 present; activation (rescue from dofetilide block), less the hit threshold, % at 10 µM; actives 0.51% (n = 310,000);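 active means activation above the mean of controls blocked by dofetilide plus 5 SD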;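 further: thallium influx through hERG after potassium depolarization seen as dye fluorescence rise; in these data hits start at about 4.7%; inactives centre near -7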
# TRPC4 block: inhibitors of mouse TRPC4 channel, primary screen, Fluo4 calcium, HEK293 TRPC4beta/mu-opioid cells. actives 0.39% (n = 300,000). Short transient receptor potential channel 4 (Mus musculus), Q9QUQ5. DAMGO-evoked Fluo4 calcium flux; stronger effect = lower value. B-score at 10 µM;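 active means B-score over 3 SD under the library average, no early fluorescence shift, positive overall ratio signal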
#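 Material: HEK293 cells with stable TRPC4beta plus mu-opioid receptor expression / Probe or stimulus: DAMGO in two steps, submaximal then maximal / Compound: single concentration per test compound / Technique: kinetic Fluo4 fluorescence imaging of calcium influx / Read-out: per-well B score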
# KCNQ1 block: inhibitors of human KCNQ1 channel, primary screen, cell-based, thallium flux, high-throughput; actives 1.3% (n = 310,000); B-score at 10 µM; Potassium voltage-gated channel subfamily KQT member 1 (Homo sapiens), P51787; CHO-K1 KCNQ1, FluxOR thallium flux fluorescence; stronger effect = higher value;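 active means compounds whose thallium flux B-score, printed positive for inhibition, exceeds three library SD while starting fluorescence stays within three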;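 further: channel opened by potassium depolarization with thallium stimulus after 20 min compound exposure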
# KCNK3 block: human KCNK3 channel inhibitors, primary screen, CHO cells, FluxOR thallium flux, B-score. Potassium channel subfamily K member 3 (Homo sapiens), O14649. FluxOR fluorescence; stronger effect = lower value. AID 602410, 2012. B-score at 10 µM. actives 0.84% (n = 340,000);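 active means B-score under library mean minus 4 SD, starting fluorescence ratio at most library mean plus 5 SD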;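 further: more negative B-score means stronger inhibition of thallium flux through KCNK3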
# Target sequence (O14649 whole entry, looked up): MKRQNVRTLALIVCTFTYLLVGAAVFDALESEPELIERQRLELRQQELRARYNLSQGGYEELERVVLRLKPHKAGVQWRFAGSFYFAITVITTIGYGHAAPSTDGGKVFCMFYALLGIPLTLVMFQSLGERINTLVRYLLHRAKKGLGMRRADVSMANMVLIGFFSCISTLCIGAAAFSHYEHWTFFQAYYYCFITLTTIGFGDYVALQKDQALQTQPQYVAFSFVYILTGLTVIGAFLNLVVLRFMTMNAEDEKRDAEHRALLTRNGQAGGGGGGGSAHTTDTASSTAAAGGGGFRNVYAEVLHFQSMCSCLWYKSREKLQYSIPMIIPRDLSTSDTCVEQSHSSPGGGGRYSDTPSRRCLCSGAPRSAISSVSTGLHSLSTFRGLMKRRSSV
# KCNK9 inh: KCNK9 potassium channel inhibitors, primary screen, HEK293 cells, thallium flux; FluxOR thallium flux fluorescence; stronger effect = lower value; B-score at 10 µM; actives 1.2% (n = 310,000); AID 488922, 2010;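 active means ratio B-score over 3 SD below the library mean, with starting fluorescence within 5 SD of its mean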;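 further: negative B-score means less thallium flux so channel inhibition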
# Target sequence (Q9NPC2 whole entry, looked up): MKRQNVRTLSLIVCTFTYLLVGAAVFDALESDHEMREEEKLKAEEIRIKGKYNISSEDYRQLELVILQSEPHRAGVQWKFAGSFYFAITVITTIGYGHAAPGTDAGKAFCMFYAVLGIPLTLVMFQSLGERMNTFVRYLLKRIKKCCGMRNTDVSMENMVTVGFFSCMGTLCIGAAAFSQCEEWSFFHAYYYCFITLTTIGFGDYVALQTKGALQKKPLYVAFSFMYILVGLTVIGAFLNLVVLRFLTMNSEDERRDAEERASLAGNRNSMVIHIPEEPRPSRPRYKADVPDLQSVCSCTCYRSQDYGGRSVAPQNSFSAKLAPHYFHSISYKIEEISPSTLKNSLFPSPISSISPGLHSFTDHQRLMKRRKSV
# Platelet DG rel: inhibitors of platelet dense granule secretion, primary screen, cell-based, MLPCN, human platelets; human platelet-rich plasma, SFLLRN dense granule ATP release, luminescence; inhibition, %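 (compounds screened at 7.5 µM in platelet-rich plasma)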; actives 0.22% (n = 300,000); AID 1663, 2009;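 active means mean replicate score, as percent of positive control, at or above 50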
# DYRK1A inh: rat Dyrk1A kinase inhibitors, primary screen, biochemical, single point, plate reader; ADP-Glo luminescence, NFATc1 peptide; inhibition, % at 12.5 µM; actives 0.43% (n = 310,000); in the data active means inhibition above about 50%;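 further: plate controls were vehicle with enzyme for no effect and no enzyme for full effect; many of its hits are not listed in these tables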
# TRPC4 potent: positive allosteric modulators of TRPC4, primary screen, cell-based, mouse TRPC4beta, HEK293 mu-opioid, Fluo-4 calcium; Short transient receptor potential channel 4 (Mus musculus), Q9QUQ5; DAMGO EC20, Fluo-4 Ca2+ flux; stronger effect = higher value; B-score at 10 µM; actives 0.42% (n = 310,000); AID 2227, 2009;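 active means B-score of calcium response area above 5 SD of library B-scores, with initial fluorescence ratio within 5 SD of library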;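 further: B-score of integrated fluorescence ratio over time as area under calcium response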
# TRPC4 act: activators of mouse TRPC4 channel, primary screen, Fluo4 calcium, HEK293 TRPC4beta/mu-opioid cells; Fluo4 calcium fluorescence; stronger effect = higher value; B-score at 10 µM; actives 0.49% (n = 310,000); AID 2237, 2010;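 active means B-score above 5 SD of library B-scores, and initial fluorescence ratio not above library mean plus 5 SD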;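 further: positive B-score marks a calcium rise read as TRPC4 activation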
#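 Technique: kinetic Fluo4 calcium fluorescence; Test system: TRPC4beta and mu-opioid receptor HEK293 stable cells; Measure: B-scored integrated calcium fluorescence ratio; Benchmarks: low control buffer alone, high control maximal DAMGO; Schedule: 45 min room-temperature Fluo4 loading, 110 s read.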
# KCNQ1 act: potentiators or activators of KCNQ1 channel, primary screen, cell-based, thallium flux, high-throughput; Potassium voltage-gated channel subfamily KQT member 1 (Homo sapiens), P51787; B-score at 10 µM; CHO-K1 KCNQ1, thallium flux FluxOR fluorescence; stronger effect = higher value; actives 0.35% (n = 310,000);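 active means fluorescence ratio B-score, a plate-corrected score, at least three library SD, with initial intensity B-score within 5 SD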
#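 Doses: Single concentration per compound, DMSO matched to controls | Test system: KCNQ1-transfected CHO-K1 cells | Timing: 90 min dye loading and 20 min compound exposure, both at room temperature | Measured by: Kinetic FluxOR thallium fluorescence, 10-s 1-Hz baseline, 110-s post-stimulus read | Medium: Assay buffer with matched DMSO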
# An asterisk follows results filed as active; i = inactive; x = no result given. Some of the compounds tested; the hit share may differ from the screen's.
Compound,PolyA inhibitor,hERG rescue,TRPC4 block,KCNQ1 block,KCNK3 block,KCNK9 inh,Platelet DG rel,DYRK1A inh,TRPC4 potent,TRPC4 act,KCNQ1 act
O=c1cc(N2CCN(c3ccccc3)CC2)[nH]c(=O)n1-c1ccccc1,i,-13,i,i,i,i,-1,1,i,i,i
CCN(C(=O)COC(=O)c1nc2nc(C)cc(C)n2n1)C1CCS(=O)(=O)C1 (configuration not stated),i,-10,i,i,i,i,4,-4,i,i,i
CCC(C)[C@H](NC(=O)Nc1ccccc1F)C(=O)O (some centres not stated),i,-14,i,i,i,i,-5,0,i,i,i
CCC(=O)N1CCN(c2nc3ccc(Br)cc3s2)CC1,i,-6,i,i,i,i,4,x,i,i,i
COc1ccc(OC)c(-c2csc(NC(=O)CN3C(=O)NC4(CCCC4)C3=O)n2)c1,i,-6,i,i,i,i,-5,16,i,i,i
CCc1ccc2[nH]c(=O)c(Cc3ccccc3)c(O)c2c1,i,-12,i,i,i,i,6,6,i,i,i
CCOC(=O)CCc1cnccc1-c1cccc(OC)c1O,i,-1,i,i,i,i,-1,5,i,i,i
Cc1cc(NC(=O)CSCC(=O)N(c2cccc(Cl)c2)C(C(=O)NC2CCCCC2)c2ccc(O)c(O)c2)no1 (configuration not stated),i,-19,i,i,i,i,2,-2,i,i,i
O=C(O)c1ccc(NC2CC(=O)N(Cc3ccccc3)C2=O)cc1 (configuration not stated),i,0,i,i,i,i,-1,1,i,i,i
O=C(NCCCNC(=O)c1cnccn1)c1ccc(Br)cc1,i,-6,i,i,i,i,1,-2,i,i,i
COCc1cc(CN2CCCC(CNC(=O)c3ccc(F)cc3)C2)ccc1OC (configuration not stated),i,-8,i,i,i,i,-5,2,i,i,i
Cc1nn(C(C)C)c(C)c1CN1CCCC(C(=O)c2cccc(OC(C)C)c2)C1 (configuration not stated),i,-9,i,i,i,i,1,-3,i,i,i
COc1ccc(CNC(=O)Cc2c[nH]c3ccccc23)cc1OC,i,-2,i,i,i,i,2,2,i,i,i
CCOC(=O)c1sc(NC(=O)CSc2n[nH]c(CC(C)C)n2)nc1C,i,-9,i,i,i,i,-7,-4,i,i,i
CCN(C(=O)CSc1nnc(CNc2cccc(OC)c2)n1C1CCCCC1)C1CCS(=O)(=O)C1 (configuration not stated),i,-9,i,i,i,i,17,-1,i,i,i
NC(=O)c1cnn2c(C(F)(F)F)cc(-c3ccccc3)nc12,i,-9,i,i,i,i,-3,-6,i,i,i
CCSc1nnc(NC(=O)CSc2nccn2-c2cccc(C)c2)s1,i,-2,i,i,i,i,-3,x,i,i,i
CCC1CCCCN1CCCNC(=O)C1CCN(S(=O)(=O)N2CCCCC2)CC1 (configuration not stated),i,-7,i,i,i,i,-45,-11,i,i,i
Cc1cc2ncn(-c3ncnc4sc5c(c34)CCC(C)C5)c2cc1C (configuration not stated),i,-13,i,i,i,i,-1,1,i,i,i
Cc1cccc(C(=O)C2CCN(S(=O)(=O)c3cccc(C(=O)O)c3)CC2)c1,i,-9,i,i,i,i,4,3,i,i,i
O=C(O)c1ccc(-n2nnnc2SCc2ccccc2)cc1,i,-14,i,i,i,i,6,4,i,i,i
Cc1ccnc(Sc2ncccc2[N+](=O)[O-])n1,i,0,i,i,i,i,1,-3,i,i,i
CC(=O)c1cn(CC(=O)NCc2ccco2)c2ccccc12,i,-7,i,i,i,i,-1,6,i,i,i
CCOc1ccc(C2c3[nH]c4ccccc4c3CCN2Cc2cn(CC)nc2C)cc1 (configuration not stated),i,-17,i,i,i,i,9,2,i,i,i
CCOC(=O)c1c(S(=O)(=O)NCCc2cccs2)c(C)n(C)c1C,i,-8,i,i,i,i,8,-1,i,i,i
Cc1c(C(=O)OCC(=O)Nc2cccc(S(N)(=O)=O)c2)oc2c1ccc1ccccc12,i,-12,i,i,i,i,24,1,i,i,i
O=C(CSc1nncs1)Nc1nccs1,i,-12,i,i,i,i,-1,-3,i,i,i
COc1ccc(C2C(C(=O)N3CC(C)CC(C)C3)c3ccccc3C(=O)N2C)cc1 (configuration not stated),i,-4,i,i,i,i,1,-7,i,i,i
CC1CC(=O)Nc2ccc([N+](=O)[O-])cc2N1C (configuration not stated),i,-6,i,i,i,i,-33,2,i,i,i
COc1ccc(N2C(=O)C3C4c5ccccc5C(C=Nc5ccc(C)cc5C)(c5ccccc54)C3C2=O)cc1 (configuration not stated),i,-12,i,i,i,i,1,5,i,i,i
CSc1nsc(SC)c1NC(=O)N1CCCC1,i,-8,i,i,i,i,-2,1,i,i,i
Cc1ccc(N2C(=O)C(CN(C)C)C2c2ccccc2)cc1 (configuration not stated),i,-1,i,i,i,i,-4,-2,i,i,i
CS(=O)(=O)N(CC(=O)N1CCc2ccccc2C1)Cc1ccc(F)cc1,i,-6,i,i,i,i,-1,2,i,i,i
CNC(=O)CC1C(=O)N(c2ccc(OC)cc2)C(=S)N1NC(=O)c1cccc(F)c1 (configuration not stated),i,-7,i,i,i,i,2,x,i,i,i
Cc1ccc(-n2nc(C)c3c(C)cc(=O)[nH]c32)cc1,i,-7,i,i,i,i,-3,23,i,i,i
COc1ccc(S(=O)(=O)N2CCCC2CNC(=O)C(=O)NCc2ccccc2Cl)cc1 (configuration not stated),i,-21,i,i,i,i,0,-6,i,i,i
CCCCN1/C(=C/c2cccc[n+]2C)Sc2cc(NC(C)=O)ccc21,i,-8,i,i,i,i,-2,-5,i,i,i
COc1ccc(C(=O)/C=C2/c3ccccc3CC(C)(C)N2C)cc1,i,-10,i,i,i,i,-4,5,i,i,i
COc1cc(C)ccc1OCCCOc1c(Cl)cccc1Cl,i,2,i,i,i,i,7,-4,i,i,i
CCc1nnc(NC(=O)CSc2ncc(-c3ccccc3)n2CC)s1,i,-12,i,i,i,i,2,14,i,i,i
CC(=O)N1c2ccc(S(=O)(=O)N3CCCCC3)cc2CC1C(=O)NCc1ccc(N(C)C)cc1 (configuration not stated),i,-4,i,i,i,i,-3,-2,i,i,i
CCOC(=O)c1c(C)n(OC)c2ccc3c(no[n+]3[O-])c12,i,-5,i,i,i,i,-2,-1,i,i,i
C#CCOCCOCCOCCNc1nc(N2CCOCC2)nc(N2CCN(C(=O)[C@H](CCCCN)n3cc([C@@H](N)C(C)CC)nn3)CC2)n1 (some centres not stated),i,-5,i,i,i,i,-4,0,i,i,i
O=C1NC(=S)N/C1=C/c1cccnc1,i,-8,i,i,i,i,3,37,i,i,i
CCN(CC)S(=O)(=O)c1cccc(-c2nnc(SCC(=O)N3CCC(C(=O)O)CC3)n2N)c1,i,-3,x,i,i,i,-3,-2,i,i,i
Cc1ccc(S(=O)(=O)CC(C)(O)CS(=O)(=O)c2ccc(C)cc2)cc1,i,-7,i,i,i,i,4,-7,i,i,i
O=C(Cn1c2c(c(-c3ccccc3)cc1=O)CCCC2)N1CCCCCC1,i,-18,i,i,i,i,-13,-4,i,i,i
COc1ccc(OC)c(CCNC(=O)CCc2cn(C)c3ccccc23)c1,i,1,i,i,i,i,-5,1,i,i,i
COc1ccc(C2Nc3ccccc3C(=O)N2NS(=O)(=O)c2ccccc2)cc1OC (configuration not stated),i,-6,i,i,i,i,-3,-7,i,i,i
COc1ccc(C(=O)N2CCCC(Nc3ccc(C)c(C)c3)C2)cc1F (configuration not stated),i,-14,i,i,i,i,13,x,i,i,i

# Just Platelet DG rel, TRPC4 act and hERG rescue, for six of the compounds above:
mol	Platelet DG rel	TRPC4 act	hERG rescue
COc1ccc(C(=O)/C=C2/c3ccccc3CC(C)(C)N2C)cc1	-4	i	-10
COc1cc(C)ccc1OCCCOc1c(Cl)cccc1Cl	7	i	2
CCc1nnc(NC(=O)CSc2ncc(-c3ccccc3)n2CC)s1	2	i	-12
CC(=O)N1c2ccc(S(=O)(=O)N3CCCCC3)cc2CC1C(=O)NCc1ccc(N(C)C)cc1 (configuration not stated)	-3	i	-4
CCOC(=O)c1c(C)n(OC)c2ccc3c(no[n+]3[O-])c12	-2	i	-5
C#CCOCCOCCOCCNc1nc(N2CCOCC2)nc(N2CCN(C(=O)[C@H](CCCCN)n3cc([C@@H](N)C(C)CC)nn3)CC2)n1 (some centres not stated)	-4	i	-5

# The listing continues:
Compound,PolyA inhibitor,hERG rescue,TRPC4 block,KCNQ1 block,KCNK3 block,KCNK9 inh,Platelet DG rel,DYRK1A inh,TRPC4 potent,TRPC4 act,KCNQ1 act
O=C(Nc1ccc(O)cc1C(=O)O)c1cccc(Br)c1,i,-5,i,i,i,i,-4,18,i,i,i
CCN(CC)CCn1c2c(c(SCC(=O)Nc3cccc4ccccc34)nc1=O)CCC2,i,-10,i,i,i,i,-4,1,i,i,i
CC(=O)c1cccc(NC(=O)CSc2nnc(C(C)N(C)C)n2-c2ccc(F)cc2)c1 (configuration not stated),i,-6,i,i,i,i,-9,-8,i,i,i
Clc1ccc(C2=Nn3c(nnc3-c3n[nH]c4c3CCC4)SC2)cc1,i,-9,i,i,i,i,1,2,i,i,i

# Structures listed so far that have a furan ring, fused or not, in the order listed:
Compound,PolyA inhibitor,hERG rescue,TRPC4 block,KCNQ1 block,KCNK3 block,KCNK9 inh,Platelet DG rel,DYRK1A inh,TRPC4 potent,TRPC4 act,KCNQ1 act
CC(=O)c1cn(CC(=O)NCc2ccco2)c2ccccc12,i,-7,i,i,i,i,-1,6,i,i,i
Cc1c(C(=O)OCC(=O)Nc2cccc(S(N)(=O)=O)c2)oc2c1ccc1ccccc12,i,-12,i,i,i,i,24,1,i,i,i

# High-throughput results (PubChem)
